High-throughput results: PubChem, National Center for Advancing Translational Sciences (NCATS)
D1 agonist – human D1 receptor agonism. HEK293 T-REx D1 cells, calcium flux, agonist mode. 360,000 compounds, 1% hits. activation, % at 2 µM; in the data active means activation above about 30%; further: 0% is about no effect
Target sequence (P21728 whole entry, looked up): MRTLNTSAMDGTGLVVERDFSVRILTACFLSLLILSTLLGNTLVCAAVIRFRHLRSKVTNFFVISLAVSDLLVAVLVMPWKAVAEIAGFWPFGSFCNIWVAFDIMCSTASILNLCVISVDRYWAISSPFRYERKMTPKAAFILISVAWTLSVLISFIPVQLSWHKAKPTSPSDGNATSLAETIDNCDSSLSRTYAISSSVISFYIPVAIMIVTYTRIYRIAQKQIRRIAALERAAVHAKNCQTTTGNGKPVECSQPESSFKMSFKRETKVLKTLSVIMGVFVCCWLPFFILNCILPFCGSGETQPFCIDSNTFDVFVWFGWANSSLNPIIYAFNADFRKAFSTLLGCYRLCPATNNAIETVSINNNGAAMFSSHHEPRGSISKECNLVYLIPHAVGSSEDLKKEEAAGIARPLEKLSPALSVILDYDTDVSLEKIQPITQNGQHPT
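Inducible HEK293 T-REx D1 cells, force-coupled to calcium signalling, were plated at 4000 cells/well with tetracycline and held overnight at 30 C. After no-wash calcium dye loading, compound-evoked calcium rise over 180 s flagged agonists.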
TRHR PAM – TRH receptor (human) allosteric enhancement | P34981 | TRHR cells, fluo-8 calcium fluorescence, EC20 TRH enhancement | enhancement, % at 2 µM | 360,000 compounds, 0.66% hits | AID 493056; in the data active means enhancement above about 30%; further: 0% is about no effect
Target sequence (P34981 whole entry, looked up): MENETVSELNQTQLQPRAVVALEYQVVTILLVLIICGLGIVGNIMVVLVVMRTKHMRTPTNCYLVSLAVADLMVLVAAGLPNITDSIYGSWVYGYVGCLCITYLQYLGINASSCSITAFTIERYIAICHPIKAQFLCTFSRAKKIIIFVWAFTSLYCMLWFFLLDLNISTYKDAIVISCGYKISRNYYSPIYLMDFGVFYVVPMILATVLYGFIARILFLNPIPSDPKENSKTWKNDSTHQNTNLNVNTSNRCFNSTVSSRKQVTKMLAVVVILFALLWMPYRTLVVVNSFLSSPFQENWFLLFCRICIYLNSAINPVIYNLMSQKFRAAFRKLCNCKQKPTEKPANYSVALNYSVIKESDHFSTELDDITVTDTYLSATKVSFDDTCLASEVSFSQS
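Enhancer read-out: after compound pinning and an initial kinetic agonist-mode read, an EC20 of TRH (10 nM final) was injected and fluo-8 calcium signal (Ex 480/Em 530) followed at 1 s/cycle for 100 cycles in TRHR-expressing cells.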
RXFP1 antag – RXFP1 (human) relaxin receptor antagonism. activity change, negative = inhibition, % at 57.5 µM. HEK293-RXFP1, relaxin-stimulated cAMP HTRF, 30 min; hits give low values. AID 1259400. 350,000 compounds, 0.59% hits;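 active means activity change of -60% or lower, but not beyond a set lower limit; inconclusive means change between -60% and -40%, or beyond the set limit; inactive means change above -40%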; further: on the % scale 0 is the no-effect control and ±100 the full control effect
D1 antagonist – human D1 dopamine receptor antagonism | P21728 | HEK293 TREx D1 cells, calcium flux, dopamine EC80; hits give low values | activity change, negative = inhibition, % at 10 µM | 360,000 compounds, 3.2% hits | AID 504652; in the data active means activity change below about -30%; further: on the % scale 0 is the no-effect control and ±100 the full control effect
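Antagonism measured as reduced calcium response to an EC80 dopamine addition following 180 s compound pre-read; cells were inducible HEK293 Trex D1 plated overnight at 30 C, read kinetically at 1 cycle/sec.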
D1 PAM – human D1 dopamine receptor positive modulation. P21728. HEK293 TREx D1 cells, calcium flux, dopamine EC20 potentiation. potentiation, % at 10 µM. 360,000 compounds, 0.036% hits. AID 504651; in the data active means potentiation above about 30%; further: 0% is about no effect
TRHR ag – activates the human TRH receptor; TRHR cells, calcium flux fluo-8, FDSS agonist mode; 360,000 compounds, 0.18% hits; activation, % at 2 µM; P34981; in the data active means activation above about 30%; further: 0% is about no effect
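TRHR-expressing cells, plated overnight in medium with 10% serum, were loaded with fluo-8 calcium dye at room temperature. After a 10 s baseline, library compound was pin-added and calcium release was recorded kinetically (ex 480/em 530) as agonist response.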
D2 PAM – D2 dopamine receptor (human) potentiation; P14416; HEK293 T-REx D2, calcium flux, EC20 dopamine potentiation; potentiation, % at 10 µM; 340,000 compounds, 0.34% hits;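 active means potentiation over 3 SD above the plate norm, cut at about 30% in these data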; further: 0% is about no effect
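Using a no-wash calcium dye in inducible, force-coupled HEK293 Trex cells expressing D2, we tracked fluorescence each second for 180 s after compound, then for 180 s after EC20 dopamine to detect augmented signalling.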
Anesthetic bind – binds horse apoferritin like a general anesthetic; 350,000 compounds, 0.074% hits; apoferritin/1-aminoanthracene competitive binding, fluorescence; P02791; Potency, µM (top dose mostly 77.5 µM), for the others: at the top dose activity change, negative = displacement, most hits filed as inhibitors; AID 485281; further: potency means the concentration at half of the fitted maximal effect; on the % scale 0 is the no-effect control and ±100 the full control effect; nearly all actives have a fitted effect of over 20% in size
Target sequence (P02791 2-175 limits assumed): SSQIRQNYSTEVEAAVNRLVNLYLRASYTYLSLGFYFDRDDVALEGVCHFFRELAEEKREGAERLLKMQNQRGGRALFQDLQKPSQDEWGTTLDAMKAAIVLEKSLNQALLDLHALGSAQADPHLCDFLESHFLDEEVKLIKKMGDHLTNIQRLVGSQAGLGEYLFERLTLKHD
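Probe: 1-aminoanthracene (50% saturated, PBS). Protein: horse-spleen apoferritin, 10 uM. Incubation: 10 min, room temperature. Detection: 380 nm excitation, 535 nm emission. Analysis: normalized response, four-parameter Hill.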
RXFP1 ag – RXFP1 (human) receptor agonism; Q9HBX9; HEK293T-RXFP1 cAMP TR-FRET, 30 min; response scale: percent of porcine relaxin response, buffer zero; Potency, µM (highest dose often 57.5 µM), for inactives: at the top dose activation, hits mostly activators; 370,000 compounds, 0.3% hits; further: potency means the concentration at half of the fitted maximal effect; on the % scale 0 is the no-effect control and ±100 the full control effect; nearly all actives have a fitted effect of over 60% in size; many of its hits are not listed in these tables
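HEK293 cells stably expressing RXFP1, treated 30 min at 37C with compounds plus PDE4 inhibitor Ro 20174; cAMP measured by HTRF TR-FRET. Normalized to buffer and 29 nM porcine relaxin; EC50 by Hill fit.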
An asterisk follows results filed as active; ? = inconclusive; nt = no result given; & = joins results of further samples; [ ] = dose if it differs, or a comment. Unless noted, the call rests on the fitted dose curve; in most records, active means well fitted curve in the direction sought with a large enough effect; inconclusive means small, poorly fitted or top-dose-only effect, or another doubt; inactive means no such curve, though single readings can be large; an effect the other way counts as inactive or inconclusive. This is a subset; the hit share may differ from the screen's.

SMILES	D1 agonist	TRHR PAM	RXFP1 antag	D1 antagonist	D1 PAM	TRHR ag	D2 PAM	Anesthetic bind	RXFP1 ag
CCCS(=O)(=O)N1CCN(Cc2ccc3c(c2)c2ccccc2n3CC)CC1	8	16	-10	-9	-6	0.7	-5	33%[activator]	-1.5%
COc1ccc(O)c(/C=N/N2CCOCC2)c1	1	1	15	5	0	0.0	nt	-3%	5.0%
C=CCn1c(=O)c(C#N)cc2c(=O)n3ccccc3nc21	1	-10	-5	-5	-1	0.6	1	308%[activator]	8.7%
O=C(CNC(=O)c1cnccc1C(F)(F)F)c1cccc(Cl)c1	2	1	-7	7	6	0.6	9	-9%	0.0%
COCCNC(C)C(=O)Nc1ccc(Br)cc1 (centres undefined)	0	-6	-13	3	4	-0.3	-7	-7%	0.9%
CC1CSc2nnc(CCc3ccccc3)n21 (centres undefined)	1	6	nt	9	nt	0.1	-10	4%	0.3%
COc1c(Br)cc(Br)cc1/C=C1/C(=O)N=C(N)N1C	-1	2	20	30	6	0.4	3	-6%	-2.5%
N#CCCN1CCN(C2=NC(=O)/C(=C\c3cccs3)S2)CC1	0	11	-10	-29	-2	-2.1	17	?	-2.7%
CCN(CC)c1nn2c(=O)c(C(=O)NCCc3cccc(C)c3)cnc2s1	-1	-3	-15	-3	-1	0.1	11	2%	-1.1%
CC(C)SCCCOc1ccc(C(C)(C)C)cc1	2	4	-8	-15	0	-2.0	-1	-9%	0.8%
COc1cccc(NC(=O)N2CCN(C(=O)C(Cc3ccc(OC)c(OC)c3)NC(C)=O)CC2)c1 (centres undefined)	0	1	5	-11	-7	0.5	-19	1%	1.7%
CCOC(=O)C1(C)C=C(Nc2cccc(OC)c2)C(=O)N1c1ccccc1 (centres undefined)	8	-6	-9	-9	-5	-1.1	-5	0%	1.3%
Cn1nc(C(=O)Nc2nnc(C3CC3)s2)c2ccccc2c1=O	5	4	-2	6	-2	0.8	11	0%	1.2%
CC1(c2ccc(Cl)cc2)NC(=O)N(CC(=O)N2CCN(S(=O)(=O)c3ccccc3)CC2)C1=O (centres undefined)	7	-1	-6	11	-3	0.1	-2	nt	0.5%
CCOC(=O)c1ccc(NC(=O)CSc2nc(NC(=O)c3ccccc3)c3c(C)c(C)oc3n2)cc1	5	1	-2	-5	4	1.0	-4	-17%	-0.3%
Cc1ccc(S(=O)(=O)c2nc(-c3ccc(F)cc3)oc2SCC(=O)NC2CCCCC2)cc1	2	-2	-15	10	1	-0.3	8	-13%	8.6%
COc1ccc(C2CC(=O)Oc3c(C(CCN4CCOCC4)c4cc(OC)c(OC)c(OC)c4)c(OC)cc(OC)c32)cc1 (centres undefined)	0	-3	nt	3	-10	-0.1	-1	-17%&-3%	-0.3%
CCN(CC)CCN(C(=O)c1ccco1)c1nc2ccc(Cl)cc2s1	12	5	-7	-4	-5	1.0	-3	3%	0.1%
COc1ccc(OC)c(/C=N/NC(=O)CSc2nnc(C)n2-c2ccccc2)c1	0	-5	-1	-18	-10	0.7	5	-8%	-0.2%
Clc1cccc(N=C2NN=C(c3ccc4c(c3)OCCO4)CS2)c1	0	-3	2	nt	0	0.4	-4	-13%	5.5%
COc1cc(C(=O)NCCc2sc(-c3cccc(F)c3)nc2C)cc(OC)c1OC	0	2	-7	-17	1	-0.9	-15	-16%	2.9%
Cc1cc(NC(=O)CCC(=O)N(c2ccc(F)cc2)C(C(=O)NC2CCCC2)c2ccccc2)no1 (centres undefined)	3	0	-11	-15	-3	-0.7	nt	-11%	3.3%
Cc1ccc(C)c(N(CC(=O)NC2CCCC2)C(=O)CNC(=O)c2cccs2)c1	5	-2	-8	9	0	0.5	nt	-9%	2.3%
COC(=O)c1ccccc1S(=O)(=O)N1CCn2cccc2C1C (centres undefined)	2	-1	-24	7	2	-0.2	-9	-11%	1.0%
Cc1nc2ccc(S(=O)(=O)CCC(=O)Nc3ccccc3C)cc2s1	2	12	-10	4	-3	-0.1	-9	-16%	2.8%

New compounds follow.
SMILES	D1 agonist	TRHR PAM	RXFP1 antag	D1 antagonist	D1 PAM	TRHR ag	D2 PAM	Anesthetic bind	RXFP1 ag
O=Cc1ccccc1OCCCOc1cccc2cccnc12	7	-2	27	3	-1	0.0	6	?	1.4%
CSc1cc(-c2ccccc2)n(Cc2ccccc2Cl)c(=O)c1C#N	3	-2	3	2	-4	0.5	-9	-6%	5.5%
CCc1ccc(N2C(=O)CS(=O)(=O)C23C(=O)N(Cc2ccccc2)c2ccccc23)cc1 (centres undefined)	1	-6	nt	-14	3	0.5	-7	6%	7.6%
COC(=O)c1cc2oc(C)cc2n1Cc1cc(C)ccc1C	0	-16	-33	4	1	-0.3	3	-17%	0.1%
CCCCN(C)C(=O)c1nc2ccccn2c1CN1CCSCC1	1	1	-3	-2	-1	0.7	-16	-7%	-1.2%
COc1ccc2cc(C(=O)NCc3ccccc3)c(=Nc3ccc(C(=O)O)cc3)oc2c1	1	7	1	-8	-2	-0.1	4	-1%	0.5%
COc1ccc(NS(=O)(=O)c2cc(C(=O)N3CCN(C(C)=O)CC3)ccc2Cl)cc1	1	1	2	12	-5	2.4	2	-9%	-0.2%
CCOC(=O)Cn1c(=O)oc2cc(S(=O)(=O)N3CCC(N4CCCCC4)CC3)ccc21	0	6	nt	16	-1	0.2	11	-9%	0.8%
COc1ccccc1C(=O)N1CCC(C(=O)c2ccc(F)cc2)CC1	1	-2	-3	-32*	-4	0.1	-17	-9%	0.5%
O=C(Nc1nccs1)c1cc(-c2ccccc2)nn1-c1ccccc1	6	5	nt	11	4	-1.0	11	6%	-1.0%
CCC(=O)Nc1c2c(nn1-c1cccc(Cl)c1)CSC2	-2	-1	nt	8	-5	0.0	-2	-10%	2.0%
COc1cccc2c1cc1c(=O)n(CC(=O)NCc3ccc(N(C)C)cc3)nc(C)n12	0	0	14	12	-2	0.3	3	3%	3.0%
CCNc1cc2n(c(=O)n1)CCc1cc(OC)c(OC)cc1-2	3	8	4	0	-5	0.0	nt	-5%	5.2%
CCn1c(SCC(=O)N2CCN(C)CC2)nc2c1c(=O)n(C)c(=O)n2C	2	1	-5	-2	-4	0.9	nt	0%	25%
COC(=O)CN1C(=O)CSc2ccc(S(=O)(=O)Nc3ccc(F)c(Cl)c3)cc21	2	-3	1	3	-1	0.3	3	-3%	5.9%
COc1ccc(CN2CCC(=O)N([C@H](CO)c3ccccc3)CC2)cc1OC	0	-1	nt	7	2	0.0	7	-12%	0.4%
CCOc1ccc(OCc2ccc(C(=O)Nc3cccnc3)o2)cc1	6	-1	1	-11	-2	-0.2	3	?	1.5%
Cc1c(-c2ccc(Cl)cc2)oc(=O)c2c(N)n(-c3ccccc3)nc12	6	-5	2	-3	4	-0.6	nt	-8%	?
C=C1C(C(=O)Nc2ccc(F)cc2)C1C(=O)Nc1ccc(F)cc1 (centres undefined)	3	1	9	-7	-3	0.2	13	4%	-1.1%
O=C(Nc1ccccc1C(=O)N1CCCC1)c1ccc(Cl)c([N+](=O)[O-])c1	0	-1	-39	13	-3	-1.1	nt	-8%	-1.2%
N#C/C(=C/c1ccccc1)C(=O)NCc1ccccc1	0	-6	-26	-18	-11	0.3	13	-12%	1.2%
CCOCCCN(C)C1CCN(C(=O)c2oc3ccccc3c2NC(=O)c2ccc([N+](=O)[O-])cc2)CC1	7	-5	-6	-3	-2	0.5	-22	-9%	9.2%
Cc1ccnn2cc3c(=O)n(C)c(=O)n(C)c3c12	1	2	nt	15	-1	-1.1	31*	-2%	-0.8%
CCCCN(Cc1nc2ccccc2c(=O)[nH]1)C(=O)CN1C(=O)NC2(CCCCC2)C1=O	2	-1	7	-29	-4	-0.4	5	nt	2.7%
Cc1cc(C)c2oc(-c3cccc(NC(=O)c4ccc(F)cc4)c3)nc2c1	2	6	-2	-1	0	0.1	-5	-11%	0.0%
COc1cc(/C=N/NC(=O)c2ccc(CSc3nc4ccccc4[nH]3)cc2)ccc1O	0	2	-1	2	6	-0.8	7	1%	-0.1%
O=C(NCc1cccc(Cl)c1)C1=CC=CN2CCS(=O)(=O)N=C12	4	-4	-3	0	8	0.6	9	nt	0.9%
CCOC(=O)Cc1csc(NC(=O)c2cccnc2)n1	6	3	-34	-2	-3	0.2	-2	-1%	1.6%
COc1ccc(S(=O)(=O)N2CCCCC2)cc1NC(=O)CN1CCN(C(C)=O)CC1	2	4	-16	-11	-10	0.0	4	-8%	7.5%

Retrieved one by one from the entries so far, 2 records:
SMILES	D1 agonist	TRHR PAM	RXFP1 antag	D1 antagonist	D1 PAM	TRHR ag	D2 PAM	Anesthetic bind	RXFP1 ag
CCOC(=O)c1ccc(NC(=O)CSc2nc(NC(=O)c3ccccc3)c3c(C)c(C)oc3n2)cc1	5	1	-2	-5	4	1.0	-4	-17%	-0.3%
CCn1c(SCC(=O)N2CCN(C)CC2)nc2c1c(=O)n(C)c(=O)n2C	2	1	-5	-2	-4	0.9	nt	0%	25%

Entries from the list above with fluorine:
SMILES	D1 agonist	TRHR PAM	RXFP1 antag	D1 antagonist	D1 PAM	TRHR ag	D2 PAM	Anesthetic bind	RXFP1 ag
O=C(CNC(=O)c1cnccc1C(F)(F)F)c1cccc(Cl)c1	2	1	-7	7	6	0.6	9	-9%	0.0%
Cc1ccc(S(=O)(=O)c2nc(-c3ccc(F)cc3)oc2SCC(=O)NC2CCCCC2)cc1	2	-2	-15	10	1	-0.3	8	-13%	8.6%
COc1cc(C(=O)NCCc2sc(-c3cccc(F)c3)nc2C)cc(OC)c1OC	0	2	-7	-17	1	-0.9	-15	-16%	2.9%
Cc1cc(NC(=O)CCC(=O)N(c2ccc(F)cc2)C(C(=O)NC2CCCC2)c2ccccc2)no1 (centres undefined)	3	0	-11	-15	-3	-0.7	nt	-11%	3.3%
COc1ccccc1C(=O)N1CCC(C(=O)c2ccc(F)cc2)CC1	1	-2	-3	-32*	-4	0.1	-17	-9%	0.5%
COC(=O)CN1C(=O)CSc2ccc(S(=O)(=O)Nc3ccc(F)c(Cl)c3)cc21	2	-3	1	3	-1	0.3	3	-3%	5.9%
C=C1C(C(=O)Nc2ccc(F)cc2)C1C(=O)Nc1ccc(F)cc1 (centres undefined)	3	1	9	-7	-3	0.2	13	4%	-1.1%
Cc1cc(C)c2oc(-c3cccc(NC(=O)c4ccc(F)cc4)c3)nc2c1	2	6	-2	-1	0	0.1	-5	-11%	0.0%
